# KDM5B inhibitor: blocks human KDM5B histone demethylase activity. Potency, µM (series often up to 57.7 µM), without a hit: top-dose activity change, negative = inhibition, hits mostly inhibitors. AID 1347165. 220,000 compounds, 2.6% hits. KDM5B demethylase, FDH-coupled NADH fluorescence (FDH is formaldehyde dehydrogenase); active = well fitted inhibition curve with a large enough effect; inconclusive = small, poorly fitted or top-dose-only effect; inactive = no such curve, though single readings can be large or run the other way; also: 0% is about no effect; nearly all actives have a fitted effect of over 70% in size
#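 KDM5BΔAP (200 nM final) in 50 mM HEPES pH 7.5, 0.01% Tween-20 was preincubated 10 min at RT with compound over a concentration range. Substrate mix (H3K4me3 12.5 µM, α-KG 25 µM, Fe²⁺, ascorbate, NAD⁺, FDH) was added, and NADH fluorescence change over 30 min gave dose-response curves.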
# * marks the source's active call; other numbers are inactive results; i = inactive; ? = inconclusive; [ ] = another dose, or the depositor's remark. Potency is read from the fitted curve at half-maximal effect.
KDM5B inhibitor | smiles
35µM* | COc1ccccc1-c1cnc(NCc2ccccc2)c2c1CCO2
0% | CCOc1ccc(S(=O)(=O)NCCC(=O)N(C)CC(=O)Nc2cccc(OC)c2)cc1
-19% | COc1ccc2c(Sc3ccccc3)c(C(=O)NCC(C)c3ccccc3)[nH]c2c1 (stereo unspecified)
-14% | CCn1cc(-c2ccccc2)cc1C(=O)NC(C)c1cccnc1 (stereo unspecified)
-1% | COc1ccccc1NC(=O)CC1C(=O)Nc2nc3ccccc3n21 (stereo unspecified)
-16% | O=C(Nc1cccc(Br)c1)C1C2CCC3C(CCC21)C3(Cl)Cl (stereo unspecified)
11% | Cc1nc(CN2CCOC3(CCN([S+](=O)([O-])c4ccc(C#N)cc4)CC3)C2=O)cs1
11% | CN(C)C(=S)Nc1ccc(S(=O)(=O)N2CCCCC2)cc1
-11% | COc1ccc(Oc2nc3c(c(=O)n(C)c(=O)n3C)n2Cc2ccc(Cl)cc2Cl)cc1
115%[activator] | CC(=O)Oc1ccc2c(C)c(CC(=O)Nc3ncc(C)s3)c(=O)oc2c1
4% | CCOC(=O)c1ccc2[nH]c(CSc3nnc(-c4cccc(F)c4)n3C)cc(=O)c2c1
19% | NS(=O)(=O)c1ccccc1
13% | COc1cccc(C2CC(=O)Nc3nc(C)[nH]c(=O)c32)c1OC (stereo unspecified)
-11% | Cc1cc(C)cc(C(=O)N2CCC(Cc3nc(-c4cnccn4)no3)CC2)c1
? | CN(Cc1csc(-c2ccccc2)n1)C(=O)c1ccc2nccn2c1
23% | CC(CCc1ccccc1)NC(=O)c1cccnc1Cl (stereo unspecified)
5% | COC(=O)C1CN(Cc2cn(Cc3ccccc3)nn2)CCS(=O)(=O)N1Cc1ccccc1 (stereo unspecified)
-3% | CCOC(=O)C1CCCN(S(=O)(=O)c2csc(C(N)=O)c2)C1 (stereo unspecified)
-9% | Cc1cc(C(=O)Nc2ccc(C(=O)N(C)C)cc2)c2ccccc2n1
-22% | COc1ccc(Cn2c(SCC(N)=O)nc3c(sc4ccccc43)c2=O)cc1
-5%[115 µM] | COCCNc1nc2c([S+](=O)([O-])c3ccncc3)nnn2c2ccccc12
18% | O=C(Nc1ncn(Cc2cccc(Cl)c2)n1)c1ccn(COc2ccc(Cl)cc2)n1
-5% | COCCN1C(=O)c2ccccc2C(C(=O)NCc2ccc(OC)cc2)C12CCCC2 (stereo unspecified)
-15% | CCN(CC)C(=S)SCc1csc(CC(=O)Nc2ccccc2C)n1
28µM* | COc1ccc(-c2noc([C@@H]3CCCN3C(=O)Cc3ccc(F)cc3)n2)cc1OC
8% | O=C(CSc1nc(C2CC2)n(-c2ccccc2)n1)N1CCN(c2ccccc2F)CC1
0% | O=C1CCN(S(=O)(=O)c2ccccc2)CCCC(C(=O)NCCc2c[nH]c3ccccc23)CCN1 (stereo unspecified)
-13% | O=C(c1cccc(F)c1)N1CCC2(CC1)N(CC1CC1)C(=O)CS2=O (stereo unspecified)
1% | CC(Sc1nnc(CC(=O)Nc2ccccc2F)n1C)C(=O)Nc1nccs1 (stereo unspecified)
-13% | CC(C)CCNC(=O)C1CCN(C(=O)c2ncn3c2COC(c2ccc(F)cc2)C3)CC1 (stereo unspecified)
9% | CCN(CC)c1nc2c(c(=O)n(C)c(=O)n2C)n1Cc1ccc(F)cc1
-10% | Cc1cccc(-n2nnnc2C2(NCc3ccccc3)CCCC2)c1
-24% | COc1cc(OC)c(C(=O)NCc2nc(-c3ccccc3)no2)cc1OC
-19% | CC1CCCN(C(=O)Cn2ccn3nc4c(c3c2=O)CCCC4)C1 (stereo unspecified)
-26%[86.2 µM] | O=C1OCC2(CCN(Cc3c[nH]c4ccccc34)C2)N1Cc1ccccc1 (stereo unspecified)
6% | O=C(N[C@H]1CCN2C(=O)c3cc(-c4ccc(F)cc4F)ccc3NC(=O)[C@H]12)C1CCCC1
-5% | Cc1cccc(NC(=O)c2cc(S(=O)(=O)NCc3ccc4c(c3)OCO4)ccc2F)c1C
3% | COc1cccc(C(=O)N2CCC[C@H]2c2nc(-c3ccccc3)no2)c1
-22% | COc1ccc(CNCCCSc2nnnn2-c2ccccc2)cc1
? | CC1(C)CN(Cc2cn(Cc3ccccc3)nc2-c2cc3ccccc3o2)CCO1
-15% | O=C(/C=C/c1ccc(C(F)(F)F)cc1)c1cccc(N2CCCC2=O)c1
-12%[86.2 µM] | CCN(CC)C(=O)CC[C@H]1CNC(=O)[C@H]2NCC[C@H]2N1C
-10% | CN(C)C(=O)N1CCc2nc(-c3ccccc3)nc(-c3ccc(Cl)cc3)c2C1
-5% | COc1ccc(N2CCN(C(=O)C3CCCN(S(=O)(=O)c4ccc5c(c4)CCCN5C(C)=O)C3)CC2)cc1 (stereo unspecified)
? | Cc1c(CC(=O)Nc2ccc(CCO)cc2)c(=O)oc2cc(O)ccc12
-1% | O=C(Nc1nn[nH]n1)c1ccc(Br)c(S(=O)(=O)N2CCOCC2)c1
13%[115 µM] | CC(=O)NCC(=O)N1CCC2(COc3ncccc3[S+](=O)([O-])N2)C1 (stereo unspecified)
-19% | CC(=O)Nc1nonc1-c1nnc(SCC(=O)Nc2cc(C)cc(C)c2)n1-c1ccccc1
-11% | CC(=O)N1CCN(c2ncnc3c2CN(c2ccccc2F)C(=O)CN3C)CC1
-30% | O=C(Cc1cccc(Cl)c1)N1CCC(n2cc(-c3nc(-c4ccccc4)no3)nn2)CC1
-3% | COc1ccccc1N1CN(Cc2cccnc2)Cn2c1nc(C)c(Cc1ccccc1)c2=O
17% | CC1CC(O)C(C)N(C)C1 (stereo unspecified)
40µM* | Cc1ccc2c(C(=O)NCc3ccc(Cl)nc3)cnn2c1
2%[86.2 µM] | CN(C(=O)c1ccccc1)C1CCOc2ccccc21 (stereo unspecified)
i | CCOc1ccc(NC(=O)c2oc3ccccc3c2NC(=O)c2c(F)cccc2F)cc1
-23% | Cc1cc(=O)n(Cc2ccccc2)c2c(C)cccc12
? | CCOc1cc(C2C(C(=O)Nc3ccccc3)=C(C)Nc3ncnn32)cc(Br)c1O (stereo unspecified)
? | CNC(=O)[C@@H](C1CCCCC1)N1CCC[C@H]1C(=O)N1CCN(CCOC)CC1
11% | Cc1c(CN(C)C(=O)c2cc3cc(Br)ccc3oc2=O)cnn1C
? | COc1ccccc1C(=O)NCc1ccc2c(c1)CCN2C(=O)c1cccc(C)c1

# Given field by field: part of the list above.
CC1CC(O)C(C)N(C)C1 (stereo unspecified)
  KDM5B inhibitor: 17%
Cc1ccc2c(C(=O)NCc3ccc(Cl)nc3)cnn2c1
  KDM5B inhibitor: 40µM*
CN(C(=O)c1ccccc1)C1CCOc2ccccc21 (stereo unspecified)
  KDM5B inhibitor: 2%[86.2 µM]
CCOc1ccc(NC(=O)c2oc3ccccc3c2NC(=O)c2c(F)cccc2F)cc1
  KDM5B inhibitor: i

# Carrying on:
KDM5B inhibitor | smiles
-2% | CSc1cccc(NC(=O)C2CCN(c3nc4ccccc4[nH]3)CC2)c1
? | COc1ccc2oc(C(=O)NC3CCC(C)CC3)c(C)c2c1 (stereo unspecified)
21% | CC(C)(NC(=O)/C=C/c1cccnc1)c1ccc(Br)cc1
0% | O=C(CC1C(=O)NCCN1C(=O)Nc1ccc(F)cc1)Nc1ccc(F)cc1 (stereo unspecified)
-4% | CNC(=O)[C@@H]1CN(C(=O)c2ccc(Cl)s2)C[C@H]1c1nc(COC)no1
? | CCc1ccccc1NC(=O)CCCN1C(=O)CCn2nc(-c3cn(C)c4ccccc34)cc21
-5% | Cc1[nH]c2ccccc2c1C(=O)COc1ccccc1
18% | COc1ccc(-c2csc(/C(C#N)=C/c3ccccc3C(F)(F)F)n2)cc1OC
-18% | COc1ccccc1C(=O)N1CC[C@@H]2CN(S(C)(=O)=O)[C@@H]2C1
-21% | CCn1c(NCc2cccc(Cl)c2)nc2ccccc21
? | Cc1cc(O)c(CN2CCN(c3ccccc3)CC2)c2oc(=O)cc(C)c12
-30% | CC(C)CCNc1nc(-c2ccc(O)c(C(N)=O)c2)cs1
-14%[86.2 µM] | CC(=O)N1CCC(NC2(Cc3cc(-c4cccc(O)c4)on3)COC2)CC1
-27%[86.2 µM] | O=C(C[C@@H]1CCNC[C@@H]1Cc1cc(-c2ccc(F)cc2)on1)NCCN1CCOCC1
4%[115 µM] | CCN1CC[C@H]2COC(=O)N2c2ccc(OC)cc2C1
13% | CCc1noc(CC2CCOC3(CCN(S(=O)(=O)c4cccc(Cl)c4)CC3)C2)n1 (stereo unspecified)
-30%[86.2 µM] | CC(=O)NC1(C)CCN(Cc2cnc(-c3cccc(C(F)(F)F)c3)s2)CC1
? | O=C(CC1C(=O)NCCN1Cc1cccc(Oc2ccccc2)c1)NCc1ccco1 (stereo unspecified)
35µM* | O=C(NCc1ccc(F)cc1)c1nc(-c2ccc(F)cc2)c2cnccn12
? | COc1ccc(C(=O)NCCn2cc(SCC(=O)NCCc3ccc(OC)c(OC)c3)c3ccccc32)cc1
32%[activator] | CO[C@@H]1CCOC[C@H]1NC(=O)c1ccccc1OC(F)(F)C(F)F
11% | O=C(NCC1CCCO1)c1ccc(Cl)c(S(=O)(=O)N2CCOCC2)c1 (stereo unspecified)
13% | CSc1nc(C(C)(C)C)cc(C(F)(F)F)c1C#N
20% | Cc1ccc(Cn2c(-n3nc(C)c(C)c3C)nc3c2c(=O)n(CC(N)=O)c(=O)n3C)cc1
-16% | Cc1ccc(NC(=O)c2cc(-c3ccc[nH]3)n[nH]2)cc1
21% | CCNC(=O)CN(CC)S(=O)(=O)c1cccc2cc(C)cnc12
-9% | CNC(=O)N1CCC(C2CCN(C(=O)c3cnccn3)C2)CC1 (stereo unspecified)
5% | COc1ccc(NC(=O)Nc2nnc(SCC(=O)Nc3cccc(C)c3C)s2)cc1
16% | O=C(CCN=C1NS(=O)(=O)c2ccccc21)Nc1cc(Cl)cc(Cl)c1
-5% | O=C(C1CCCO1)N1CCN(Cc2coc(-c3cccc(F)c3)n2)CC1 (stereo unspecified)

# 2 of the compounds above, with bars between the fields:
Molecule | KDM5B inhibitor
COCCN1C(=O)c2ccccc2C(C(=O)NCc2ccc(OC)cc2)C12CCCC2 (stereo unspecified) | -5%
CCc1ccccc1NC(=O)CCCN1C(=O)CCn2nc(-c3cn(C)c4ccccc34)cc21 | ?

# More structures.
KDM5B inhibitor | smiles
-15% | COc1ccc(S(=O)(=O)N2CCN(CC3(O)CCNC3)CC2)cc1 (stereo unspecified)
-1% | CN(C)CCCOC(=O)COc1ccc(Br)cc1
5%[86.2 µM] | CC1(C(=O)NCc2ccncc2)CCCc2cnc(Nc3ccccc3)nc21 (stereo unspecified)
? | COc1cc(C)cc2oc(=O)c(CC(=O)O)c(C)c12
30% | COCc1noc(-c2ccc(NCCN3CCNC3=O)nc2)n1
34% | O=C1N(CCCc2ccccc2)CCCC1(O)CN1CCN(CCO)CC1 (stereo unspecified)
-43% | Cc1nc2cc(-c3cccc(F)c3)nn2c(C)c1CCC(=O)Nc1ccc(F)c(Cl)c1
-9% | CCc1c(C)sc2c1CCN(C(=O)Nc1cc(C)ccc1OC)C2c1ccc(F)cc1 (stereo unspecified)
13% | COc1nc(C)c(C(=O)N2CCn3nc(CO)cc3C2)s1
4% | CCOC(=O)c1cnc2ccc(OCC)cc2c1Nc1ccc(Cl)cc1
-7% | Cc1cc(S(=O)(=O)Nc2cc3c(cc2C)n(C)c(=O)c(=O)n3C)ccc1F
? | [O-]/[N+](=C\c1ccncc1)c1ccc(Cl)cc1
-10% | Cc1cccc2c1NC(=O)C2(O)c1c[nH]c2ccccc12 (stereo unspecified)
-23% | CCCCC1CN(c2ccccc2OC)C(=O)CN1C(=O)c1cnn(C)c1 (stereo unspecified)
-15% | O=S(=O)(c1ccc(-n2cnnn2)cc1)N1CCN(c2ccccc2F)CC1
14% | Cc1ccc(C2=NO[C@@](CC(=O)O)(C(=O)Nc3c(C)cccc3C)C2)cc1
? | CCc1cccc2c(C(CC(=O)NCCC(C)C)c3cccc(OC)c3OC)c[nH]c12 (stereo unspecified)
-10% | COc1cccc(CNC(=O)c2ccc3c(c2)nc2n3CCOC2)c1OC
? | COc1cccc(CC(=O)Nc2ccc3nc(Nc4cccc(C(F)(F)F)c4)cc(C)c3c2)c1
12% | CCNC(=O)COc1ccc(NC(=O)c2nn(CC)c(=O)c3ccccc23)cc1
? | CC(C)c1ccc2oc(-c3cccc(NC(=O)c4ccc5c(c4)OCCO5)c3)nc2c1
-10% | COc1cccc(CNC(=O)Cc2c(C(=O)O)c(C)cn2C)c1
3% | Cc1ccc(C2c3c(oc4ccccc4c3=O)C(=O)N2c2ccc(C)cn2)cc1 (stereo unspecified)
-14% | COc1ccc(-c2nn(C)c3sc(C(=O)N4CCN(c5cccc(C)c5C)CC4)cc23)cc1OC
3% | Cc1nc(Nc2ccc(NC(=O)c3ccc(Br)o3)cc2)cc(N2CCOCC2)n1
19% | COc1ccc2ccc(OCc3nc(C(=O)N(C)CC(C)O)co3)cc2c1 (stereo unspecified)
-13% | CSc1nc(NCCN(C)C)c2sc3nc(-c4ccco4)c4c(c3c2n1)CCC4

# Two entries from above, bar-delimited.
SMILES | KDM5B inhibitor
COc1ccc(-c2noc([C@@H]3CCCN3C(=O)Cc3ccc(F)cc3)n2)cc1OC | 28µM*
O=C(CSc1nc(C2CC2)n(-c2ccccc2)n1)N1CCN(c2ccccc2F)CC1 | 8%

# Assay outcomes (PubChem BioAssay)

# Not all compounds are listed. The share of hits here may be higher or lower than overall.
